PME-1 primary: PME-1 (human) inhibition; Q9Y570; recombinant PME-1, FP-Rh probe fluorescence polarization; inhibition, % at 5.9 µM; actives 0.53% (n = 320,000); AID 2130;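 active means inhibition above the campaign mean of all compounds plus 3 SD, cut at about 26% in these data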;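 further: competitive labeling of PME-1 active site by serine hydrolase directed probe; 0% = PME-1 with DMSO and 100% = wells lacking PME-1 enzyme; inhibitors block probe labeling so polarization falls and inhibition rises; many of its hits are not listed in these tables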
LYPLA2 inh: LYPLA2 (human) inhibition in PME1 counter-screen; inhibition, % at 5.9 µM; actives 0.38% (n = 320,000); O95372; AID 2177; recombinant LYPLA2, FP-Rh probe fluorescence polarization;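 active means inhibition above the screen-wide mean plus 3 SD, limit set per campaign, cut at about 26% in these data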;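 further: 0% = LYPLA2 with DMSO and 100% = wells lacking LYPLA2 enzyme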
PAD4 FP inh: blocks human protein arginine deiminase 4; recombinant PAD4, RCA probe fluorescence polarization; inhibition, % at 6.36 µM; actives 0.41% (n = 330,000); AID 485272;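 active means percent inhibition above a cutoff equal to the mean of all tested compounds plus 3 SD, cut at about 15% in these data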;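 further: 0% = PAD4 with RCA probe and DMSO and 100% = probe without PAD4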
PAFAH1B2 inh: blocks human PAF acetylhydrolase 1b catalytic subunit 2; P68402; recombinant PAFAH1B2, FP-rhodamine activity probe, fluorescence polarization; inhibition, % at 3.39 µM; actives 1.2% (n = 340,000); AID 492953;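 active means inhibition above the mean of all tested compounds plus 3 SD, cut at about 24% in these data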;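 further: 0% = enzyme with DMSO and 100% = wells lacking PAFAH1B2; many of its hits are not listed in these tables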
PAFAH1B3 FP inh: blocks human PAF acetylhydrolase 1B catalytic subunit 3; inhibition, % at 3.39 µM; AID 492972; Q15102; actives 0.28% (n = 340,000); recombinant PAFAH1B3, FP-rhodamine probe, fluorescence polarization;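 active means inhibition above the screen-wide average of all tested compounds plus 3 SD, cut at about 25% in these data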;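 further: 0% = enzyme with DMSO only and 100% = wells lacking PAFAH1B3 protein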
Target sequence (Q15102 whole entry, looked up): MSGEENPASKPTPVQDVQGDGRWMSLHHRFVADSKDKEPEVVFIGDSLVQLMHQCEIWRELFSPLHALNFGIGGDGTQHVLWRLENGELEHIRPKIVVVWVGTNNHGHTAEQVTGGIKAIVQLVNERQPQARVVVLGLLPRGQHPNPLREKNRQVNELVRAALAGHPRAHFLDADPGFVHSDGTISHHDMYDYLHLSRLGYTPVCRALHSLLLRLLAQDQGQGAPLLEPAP
GSTO1 inh: counter-screen for RBBP9 inhibitors: inhibitors of human GSTO1; P78417; recombinant GSTO1, activity-based probe fluorescence polarization; inhibition, % at 5.96 µM; actives 1.1% (n = 300,000); AID 1974;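 active means inhibition above the campaign mean inhibition plus 3 SD, cut at about 35% in these data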;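 further: 0% = GSTO1-1 with DMSO and 100% = wells lacking GSTO1-1 enzyme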
PAFAH2 FP inh: inhibitors of human PAFAH2. Q99487. recombinant PAFAH2, FP-rhodamine activity probe, fluorescence polarization. inhibition, % at 3.39 µM. actives 0.99% (n = 340,000). AID 492956;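 active means inhibition above the mean over all tested compounds plus 3 SD, cut at about 30% in these data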;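 further: inhibitors block probe labeling of enzyme so polarization drops; 0% = enzyme with DMSO and 100% = wells lacking PAFAH2 protein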
pPAFAH FP inh: inhibitors of human plasma PAF acetylhydrolase (pPAFAH). actives 1.5% (n = 330,000). recombinant pPAFAH, FP-rhodamine probe fluorescence polarization. Q13093. AID 463082. inhibition, % at 3.39 µM;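 active means inhibition above the mean inhibition across the screen plus 3 SD, cut at about 25% in these data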;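 further: inhibitors block binding of the rhodamine activity-based probe so polarization drops; 0% = enzyme with DMSO and 100% = wells lacking pPAFAH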
Target sequence (Q13093 whole entry, looked up): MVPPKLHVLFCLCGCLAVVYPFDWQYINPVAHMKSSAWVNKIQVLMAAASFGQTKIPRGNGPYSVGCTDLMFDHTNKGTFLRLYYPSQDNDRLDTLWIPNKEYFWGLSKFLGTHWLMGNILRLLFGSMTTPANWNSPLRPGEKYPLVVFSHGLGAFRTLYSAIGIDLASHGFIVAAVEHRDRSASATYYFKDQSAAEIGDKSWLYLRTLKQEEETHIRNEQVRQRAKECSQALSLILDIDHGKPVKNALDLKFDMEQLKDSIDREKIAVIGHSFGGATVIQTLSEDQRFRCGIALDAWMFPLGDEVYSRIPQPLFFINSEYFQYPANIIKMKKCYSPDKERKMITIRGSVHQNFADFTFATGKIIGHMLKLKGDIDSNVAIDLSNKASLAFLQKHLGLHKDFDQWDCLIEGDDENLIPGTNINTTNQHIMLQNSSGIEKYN
LYPLA1 counter: counter-screen for PME1 inhibitors: inhibitors of human LYPLA1; O75608; recombinant LYPLA1, FP-Rh probe fluorescence polarization; inhibition, % at 5.9 µM; actives 0.16% (n = 320,000); AID 2174;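 active means inhibition above the mean of all tested compounds plus 3 SD, set per campaign, cut at about 14% in these data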;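 further: inhibitors block serine hydrolase probe labeling of LYPLA1 so polarization falls; 0% = enzyme with DMSO and 100% = wells lacking LYPLA1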
Target sequence (O75608 whole entry, looked up): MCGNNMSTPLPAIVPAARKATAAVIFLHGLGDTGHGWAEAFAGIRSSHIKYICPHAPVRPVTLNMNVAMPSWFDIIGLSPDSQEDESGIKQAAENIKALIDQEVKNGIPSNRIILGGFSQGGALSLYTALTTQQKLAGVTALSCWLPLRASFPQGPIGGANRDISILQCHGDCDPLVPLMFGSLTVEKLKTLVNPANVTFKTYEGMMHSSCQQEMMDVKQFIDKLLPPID
* hit, by the source's call; nt = no result given. These rows are one share of the data, so the mix of outcomes need not match the whole.

Each structure is followed by: PME-1 primary | LYPLA2 inh | PAD4 FP inh | PAFAH1B2 inh | PAFAH1B3 FP inh | GSTO1 inh | PAFAH2 FP inh | pPAFAH FP inh | LYPLA1 counter
1: Cc1cccc(C)c1NC(=O)C(c1ccccc1)N1CCN(C(=O)c2ccco2)CC1 (stereo not given)
 : 0 | -1 | -1 | 0 | 8 | 0 | 2 | 2 | -1
2: CCCN1C2=C(C(=O)CC(C)(C)C2)C(c2ccc(F)cc2)C2=C1c1ccccc1C2=O (stereo not given)
 : -2 | 8 | -3 | 0 | 8 | 5 | -2 | 3 | 0
3: CN(CC(=O)O)S(=O)(=O)c1ccc(F)cc1
 : 1 | 2 | 6 | 2 | 7 | 7 | -2 | 4 | -1
4: Cc1cc(C)c(S(=O)(=O)c2ccccc2Cl)c(Cl)n1
 : -3 | -5 | -9 | nt | nt | 1 | nt | -9 | 0
5: NC(=O)C1CCN(C(=O)CNC(=O)c2ccccc2)CC1
 : 0 | 9 | -2 | 0 | -6 | 5 | 7 | 0 | 5
6: O=C1[C@@H]2CSCN2C(=O)CN1Cc1ccccc1F
 : 0 | 10 | 4 | 7 | 10 | 4 | -3 | 1 | -1
7: CCC(=O)n1nc(-c2ccc(Cl)cc2)nc1SC
 : -3 | -3 | -6 | -1 | 0 | -3 | -2 | -3 | -3
8: Cn1cc(CC(=O)N2CCN(c3ccc(Cl)cc3)CC2)c2ccccc21
 : 0 | 2 | -9 | -3 | 3 | 2 | 5 | 9 | -1
9: O=C(CSc1ccc2ccccc2c1)NCc1cccs1
 : 0 | -7 | 8 | 26* | 4 | 8 | -2 | -5 | -2
10: C=CCNc1nc2ccccc2c(=O)[nH]1
 : -2 | -1 | 6 | 0 | 6 | 2 | -10 | 3 | 6
11: CC1CC(C)(C)CC2(C1)NC(=O)N(CC(=O)N1CCN(S(=O)(=O)c3cccc(F)c3)CC1)C2=O (stereo not given)
 : nt | nt | -1 | 6 | -3 | nt | -3 | -3 | nt
12: Cc1ccc(NC(=O)CCN2CCN(C)CC2)cc1
 : 3 | 0 | 0 | -3 | 6 | 2 | 15 | 10 | 1
13: CCOC(=O)N1CCC(NC(=O)c2cc(C(=O)Nc3ccc(F)cc3F)ccc2CO)CC1
 : 2 | 5 | 3 | 2 | 13 | 10 | 1 | 3 | 5
14: COC(=O)[C@@H](Cc1ccccc1)NC(=O)NCCc1ccc(OC)c(OC)c1
 : -1 | 2 | -3 | -2 | 13 | 2 | -1 | 5 | 2
15: CCOC(=O)C(Cc1ccccc1)C(=O)Nc1ccc(NC(=O)C(Cc2ccccc2)C(=O)OCC)cc1 (stereo not given)
 : -21 | -19 | -6 | 4 | -3 | -7 | -7 | -7 | -7
16: O=C(Nc1ccc(C(=O)N2CCC(O)(c3ccc(Cl)c(C(F)(F)F)c3)CC2)cc1)c1ccc(Br)o1
 : -19 | -36 | -4 | -11 | -3 | -10 | -9 | 0 | -31
17: CC(CN(C)Cc1ccccc1)OC(=O)C1COc2ccccc2O1 (stereo not given)
 : 1 | -6 | 5 | 3 | 7 | -1 | 5 | -6 | -2
18: Fc1ccc(CSc2nc3ccccc3[nH]2)c2ccccc12
 : -12 | -32 | 1 | -1 | 2 | 4 | -5 | -14 | -14
19: Cn1ccc(O)c(C#N)c1=O
 : -3 | 1 | -1 | 4 | 2 | 1 | -2 | 4 | 1
20: Cc1ccc(NC(=S)NC(NC(=O)Cc2cccc3ccccc23)C(Cl)(Cl)Cl)cc1 (stereo not given)
 : -23 | -27 | -12 | -2 | -15 | -6 | -19 | -10 | -13
21: C[C@@H]1CN(Cc2cn(C)nc2-c2cccc(Cl)c2)C[C@H](C)O1
 : -2 | -6 | -1 | 7 | 2 | 4 | -7 | 1 | 0
22: O=C(O)c1ccc(-n2cccc2/C=C2/SC(=O)N(CC(=O)N3CCCC3)C2=O)cc1
 : -18 | 2 | -1 | 12 | 23 | 34 | 38* | 34* | 2
23: Cc1c(NC(=O)COC(=O)CCc2c[nH]c3ccccc23)c(=O)n(-c2ccccc2)n1C
 : 1 | 11 | 5 | 0 | 0 | 7 | -5 | 13 | 2
24: COc1cc2c(cc1OC)CN(C(C)C(=O)N1CCc3ccccc31)CC2 (stereo not given)
 : -2 | -2 | -2 | 1 | 0 | 1 | -15 | 2 | -4
25: Cc1ncoc1C(=O)Nc1cccc(Cl)c1
 : 1 | 0 | 1 | -2 | 7 | 6 | 3 | -1 | 0
26: O=C(NC1CCCC1)C1CC(=O)N(C2CCCCCCC2)C1 (stereo not given)
 : 0 | 3 | 0 | 2 | -2 | -3 | 8 | 5 | 1
27: CSCC[C@H](NC(=O)OC(C)(C)C)c1nnc(SCc2ccc(F)cc2)o1
 : 2 | -2 | 1 | 4 | 0 | 4 | 5 | 2 | -2
28: O=C(CNC(=S)N(CCCN1CCOCC1)Cc1cccs1)NCCN1CCOCC1
 : -2 | 6 | 2 | -2 | 7 | 1 | -13 | 4 | 0
29: NS(=O)(=O)c1ccc(NS(=O)(=O)/C=C/c2ccccc2)cc1
 : -3 | 4 | 0 | -1 | 1 | 7 | 5 | 1 | -2
30: O=C(Nc1ccccc1[N+](=O)[O-])C1C(c2ccccc2)=C1c1ccccc1
 : 1 | -1 | 1 | 3 | 4 | -1 | 0 | 4 | -5
31: CC1CCc2c(sc3nc(CN4CCN(S(=O)(=O)c5ccccc5[N+](=O)[O-])CC4)[nH]c(=O)c23)C1 (stereo not given)
 : -4 | -12 | 1 | -4 | -5 | -28 | -6 | 0 | -9
32: CCOc1ccc(OCC)c(NC(=O)CSCC(=O)O)c1
 : -1 | 12 | -4 | -3 | -5 | 16 | 5 | 2 | 3
33: O=C(O)C1CCN(c2ccc(S(=O)(=O)N3CCOCC3)cc2[N+](=O)[O-])CC1
 : -11 | 6 | 1 | 2 | 1 | 7 | -4 | 1 | -1
34: [O-]/[N+](=C\c1ccccc1)[C@@H]1CCCC[C@@H]1/[N+]([O-])=C/c1ccccc1
 : 0 | 2 | 2 | 4 | 6 | -3 | -3 | 7 | -1
35: Cc1ccc(-n2nc3c(=O)n(C(C)C(=O)NCCc4cccs4)nc(C)c3c2C)cc1 (stereo not given)
 : 6 | 3 | -1 | 4 | 5 | 2 | 0 | 2 | 0
36: c1ccc2[nH]cnc2c1
 : 7 | 1 | -3 | -5 | 7 | 6 | -4 | 0 | -2
37: COC(=O)c1ccc(CSc2nc(-c3ccco3)cc(C(F)(F)F)n2)o1
 : -5 | -2 | -1 | 8 | 6 | -3 | 9 | 7 | -3
38: COc1ccc(OC)c(CCNC(=O)CCc2nnc3ccc(N4CCCC4)nn23)c1
 : 0 | 5 | 0 | 0 | 10 | 5 | 0 | 2 | 1
39: CCOC(=O)N1CCN(Cc2nc3ccc([N+](=O)[O-])cc3c(=O)n2-c2cccc(OC)c2)CC1
 : 6 | 2 | 2 | 2 | 2 | -1 | -1 | 3 | 1
40: COc1ccc(/C(C)=N/NC(=O)c2sccc2-n2cccc2)cc1
 : -4 | -6 | 0 | 8 | 10 | 9 | 2 | 10 | -3
41: COc1ccccc1-c1noc(CCC(=O)NC2CCCC2)n1
 : 2 | 0 | -5 | -6 | 9 | 10 | -4 | 3 | -4
42: CC(C)n1cnnc1SCC(=O)NCC(=O)Nc1ccc(F)cc1
 : -1 | 2 | 3 | 3 | 0 | nt | -3 | 0 | -2
43: O=C(CSc1nnc(-c2ccccc2Br)o1)Nc1nncs1
 : 5 | 6 | 1 | 3 | 4 | 31 | 3 | -1 | 2
44: Cc1cc(C(=O)Cn2nnc(-c3ccc(Cl)cc3)n2)c(C)n1-c1ccccc1
 : -2 | -1 | 4 | -1 | 5 | 0 | 3 | 2 | -6
45: O=C(Nc1cccc(Br)c1)c1ccc(Cl)c(S(=O)(=O)N2CCOCC2)c1
 : -15 | -14 | 0 | 2 | -1 | 4 | -8 | -2 | -12
46: CCN(CC)C(=O)c1nc[nH]c1C(=O)N1CCN(c2ccccc2)CC1
 : 0 | -8 | 3 | 3 | 2 | nt | -2 | 4 | -1
47: C/C(=N\NC(=O)c1ccc2nc[nH]c2c1)c1ccc([N+](=O)[O-])cc1
 : 1 | -4 | 0 | nt | nt | 3 | nt | 4 | -4
48: Cc1ccc(C2CC(=O)c3cnn(-c4nc(C)cc(C)n4)c3C2)cc1 (stereo not given)
 : -7 | 3 | 3 | -2 | 7 | 6 | -4 | -1 | -3
49: O=C(NCc1ccccc1CN1CCCC1)C1CCN(S(=O)(=O)c2ccc(Cl)cc2)CC1
 : 12 | -2 | -4 | 11 | 1 | nt | -11 | 3 | 1
50: COc1ccc(-c2nn(-c3ccccc3)cc2/C=C/C(=O)N2CCOCC2)cc1OC
 : 2 | -5 | -6 | 0 | 0 | -2 | -2 | 0 | -4
51: CCOc1cc(N2CCOCC2)c(OCC)cc1NC(=O)C1CC(=O)N(c2ccc(C)cc2)C1 (stereo not given)
 : 2 | 8 | 3 | 5 | 5 | nt | 8 | 3 | 1
52: COc1cc(NC(=O)COC(=O)c2cnccn2)c(C)cc1[N+](=O)[O-]
 : 2 | 5 | -3 | 5 | -1 | 4 | -6 | 2 | 1
53: COc1ccc(-c2nc(CN3CCN(c4cc(C)nc(C)c4)CC3)c(C)o2)c2ccccc12
 : 1 | 10 | 1 | 0 | 2 | 4 | 0 | 1 | 5
54: O=C(C1CCC(CNc2c(N3CCCCC3)c(=O)c2=O)CC1)N1CCCC1 (stereo not given)
 : -10 | -3 | 3 | 4 | 8 | 5 | -4 | 0 | 2
55: O=C(Nc1ccc(Br)cc1F)C1CC(=O)N(C2CCCCC2)C1 (stereo not given)
 : -2 | -1 | -6 | 0 | 2 | -6 | 1 | -2 | -4
56: CC1(C)Oc2ccc(C(=O)N3CCc4ccccc43)cc2N(CC(=O)N2CCCC2)C1=O
 : -4 | 5 | -3 | 1 | -2 | 6 | -8 | 6 | 0
57: CC(C)CCSc1nnc(N)s1
 : -2 | 6 | -3 | 3 | 0 | -9 | 4 | 1 | -2
58: COc1cc(C(=O)NCC(=O)n2nc(C)cc2C)cc(OC)c1OC
 : 2 | 0 | -12 | 5 | 7 | 31 | 2 | 2 | 1
59: COc1ccc(NC(=O)c2nc[nH]c2C(=O)N[C@@H](C)C(=O)OC(C)(C)C)cc1
 : 8 | 4 | 2 | 1 | 2 | 2 | 11 | 7 | 2
60: Cc1cccc2c1N(CCCOc1ccccc1)C(=O)C2=O
 : -3 | 6 | -3 | -1 | -1 | 2 | 7 | 7 | -5
61: COc1cccc(-c2ccc(C#N)c(SCC(=O)NCc3ccco3)n2)c1
 : 1 | -9 | -2 | -6 | 4 | -4 | -7 | -3 | -1
62: COC(=O)CNc1nc(Cl)nc(Nc2ccc(Cl)cc2)n1
 : 0 | 4 | 0 | -12 | -15 | -5 | -28 | 0 | -3
63: CCCCNC(=O)C1Cc2cc(S(=O)(=O)N3CCCCC3)ccc2N1C(C)=O (stereo not given)
 : 3 | 0 | 4 | 0 | 5 | 9 | 0 | 6 | -3
